Screening data as filed in PubChem BioAssay.
BAP1 block – inhibitors of BAP1 deubiquitinase, primary screen, biochemical, Ub-AMC fluorescence, kinetic; Ubiquitin carboxyl-terminal hydrolase BAP1 (Homo sapiens), Q92560; recombinant BAP1, Ub-AMC hydrolysis fluorescence kinetic; hits give low values; activity remaining (% of control), % at 20 µM; hit rate 0.48% among 72,000;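 active = activity remaining at or below 50% of control, provided the compound also passes the data quality filters; inactive = the rest, including low values that fail the filters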;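 also: 100% = DMSO wells rate and 0% = substrate alone blank rate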
Target sequence (Q92560 whole entry, looked up): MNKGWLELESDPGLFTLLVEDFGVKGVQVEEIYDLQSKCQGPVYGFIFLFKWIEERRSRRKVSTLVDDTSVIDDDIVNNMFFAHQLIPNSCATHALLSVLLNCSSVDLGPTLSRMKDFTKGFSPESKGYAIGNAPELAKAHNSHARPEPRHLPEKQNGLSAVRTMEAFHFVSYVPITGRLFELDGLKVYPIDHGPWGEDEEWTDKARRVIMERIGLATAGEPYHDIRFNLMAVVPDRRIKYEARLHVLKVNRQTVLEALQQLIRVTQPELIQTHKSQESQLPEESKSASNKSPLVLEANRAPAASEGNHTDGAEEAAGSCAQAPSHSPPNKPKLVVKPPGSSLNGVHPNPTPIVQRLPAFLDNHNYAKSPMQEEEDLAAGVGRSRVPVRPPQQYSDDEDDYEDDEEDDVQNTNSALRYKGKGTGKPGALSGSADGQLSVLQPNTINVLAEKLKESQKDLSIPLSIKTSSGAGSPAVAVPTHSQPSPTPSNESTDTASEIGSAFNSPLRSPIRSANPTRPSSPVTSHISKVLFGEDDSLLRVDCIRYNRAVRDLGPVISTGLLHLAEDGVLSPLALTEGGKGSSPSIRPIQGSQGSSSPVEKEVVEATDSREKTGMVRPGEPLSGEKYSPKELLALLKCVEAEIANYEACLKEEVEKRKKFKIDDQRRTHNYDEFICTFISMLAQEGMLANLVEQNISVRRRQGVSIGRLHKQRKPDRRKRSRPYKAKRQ
HePTP inh – inhibitors of human HePTP phosphatase, primary screen, biochemical, absorbance, leukemia target | hit rate 0.64% among 110,000 | recombinant HePTP phosphatase activity, OD absorbance | AID 521, 2006 | Tyrosine-protein phosphatase non-receptor type 7 (Homo sapiens), P35236 | inhibition, % at 20 µM; in the data active = inhibition above about 50%;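 also: plate controls were vehicle for no effect and reference inhibitor for full effect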
Target sequence (P35236 whole entry, looked up): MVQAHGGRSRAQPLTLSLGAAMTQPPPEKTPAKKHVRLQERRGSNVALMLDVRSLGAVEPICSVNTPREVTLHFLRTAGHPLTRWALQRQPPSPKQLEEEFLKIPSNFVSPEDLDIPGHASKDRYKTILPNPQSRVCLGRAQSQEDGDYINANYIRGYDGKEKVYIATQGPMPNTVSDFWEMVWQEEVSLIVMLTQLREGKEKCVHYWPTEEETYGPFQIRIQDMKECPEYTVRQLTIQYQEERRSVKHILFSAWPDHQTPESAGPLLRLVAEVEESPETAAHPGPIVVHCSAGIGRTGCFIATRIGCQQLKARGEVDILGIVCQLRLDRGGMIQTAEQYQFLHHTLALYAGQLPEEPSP
The depositor's hits bear a star; . = not tested or not shown; & = joins results of further samples.

SMILES	BAP1 block	HePTP inh
COC(=O)C1=C(C)NC2=C(C(=O)CC(c3ccc(OC)c(OC)c3)C2)C1c1ccc(OC)c(OC)c1 (stereo not drawn)	.	2
COc1ccc(C2=NC(C(F)(F)F)(C(F)(F)F)N=C(N3CCCCC3)O2)cc1	62	.
O=C(Cc1ccc(Cl)cc1)NCc1ccco1	.	8
O=C(Nc1ccc(Cl)cc1)Nc1nnc(-c2cccc([N+](=O)[O-])c2)s1	.	2
CC(=O)c1cccc(NC(=O)NC(C)C2CCCO2)c1 (stereo not drawn)	50	-2
CC(C)COc1ccc(C(=O)N2c3ccccc3CC2C)cc1 (stereo not drawn)	.	-7
CC(C)c1nnc(NC(=O)CCS(=O)(=O)c2nc(-c3cccs3)cc(C(F)(F)F)n2)s1	66	0
CC(=O)N1CCCc2cc(S(=O)(=O)Nc3ccc4c(c3)OCO4)ccc21	99	9
Clc1cccc(OCCCCCCN2CCOCC2)c1	.	6
O=C(NC1CCCC1)C1CCCN1C(=O)Nc1ccccc1Cl (stereo not drawn)	93	9
CCOc1ccc(C(=O)Nc2ccc(C)cc2[N+](=O)[O-])cc1Cl	.	5
COC(=O)c1c(NC(=O)COc2ccc(-c3ccc(C)cc3)cc2)sc2c1C(C(=O)OC)CC2 (stereo not drawn)	.	5
CCOC(=O)N1CCN(C(=O)CN(Cc2ccc(Cl)cc2)S(C)(=O)=O)CC1	110	4
COc1ccc(NC(=O)C2CC2)c2ncccc12	.	12
COc1ccccc1C(=O)N/N=C(\C)c1cccnc1	.	4
CCOC(=O)c1c(N/C=C(\C=O)c2nc3cc(Cl)ccc3o2)sc2c1CCCC2	.	-3
CCOC(=O)N1CCN(C(=O)C2CC(c3ccc(F)cc3)=NO2)CC1 (stereo not drawn)	98	-2
CCOC(=O)c1nn2c(C(F)(F)F)cc(-c3ccc(C)cc3)nc2c1Cl	91	.
COc1cc([N+](=O)[O-])ccc1-c1ccc(/C=C2\C(=O)NC(=O)N(c3ccc(C)c(C)c3)C2=O)o1	.	4
COc1ccccc1NC(=O)C1=C(C)NC(SCC(=O)Nc2ccc(Br)cc2)=C(C#N)C1c1ccco1 (stereo not drawn)	.	9
Cc1ccc(Cl)cc1NC(=O)Cn1cccc1	57	1
O=C(COC(=O)CCc1c[nH]c2ccccc12)NC1CCS(=O)(=O)C1 (stereo not drawn)	120	-10
CCN(CC)C(=O)c1cncc(C(=O)N(CC)CC)c1-c1ccccc1	102	-4
CCCOc1ccc(Cc2nn3c(=O)/c(=C/c4ccco4)sc3nc2=O)cc1	97	10
CCOC(=O)N1CCC(NC(=O)CCC(=O)N2CC(C)Oc3ccc(C)cc32)CC1 (stereo not drawn)	56	12
Cc1ccc(S(=O)(=O)Oc2ccc(Br)cc2/C=C2\SC(N)=NC2=O)cc1	.	5
COC(=O)COc1ccc2c(-c3ccccc3)cc(=O)oc2c1C	.	-6
O=c1c2ccccc2nnn1CSc1nnc(-c2cccnc2)n1-c1ccccc1F	.	4
COc1ccc(C(=O)N2CCN(C3CCC(c4ccccc4)CC3)CC2)cc1OC (stereo not drawn)	91	16
CCOc1ccc(C(=O)N(C(=O)c2ccc(OCC)cc2)c2ncccc2C)cc1	189	-2
O=C(COc1ccc(Cl)cc1Br)NCc1ccc2c(c1)OCO2	.	0
CN1CCC(NC(=O)Cc2c(F)cccc2Cl)CC1	78	9
Cc1ccc(C(N)=S)c(C)c1	110	6
O=c1cc(COn2nnc3ccc(C(F)(F)F)cc32)nc2sccn12	87	-5
CONC(=O)c1ccc(C(=O)c2cc(OC)ccc2OC)cc1	.	-1
O=C1C2CCCN2C(c2ccc(F)cc2)N1c1cccc(Cl)c1 (stereo not drawn)	99	6
CN1CCN(C2CC(=O)N(c3ccc(N4CCOCC4)cc3)C2=O)CC1 (stereo not drawn)	.	1
CCOC(=O)N1CCN(CC(=O)c2c(C)[nH]c3ccccc23)CC1	166	14
COc1ccc(C)cc1N(CC(=O)Nc1cccc(N(C)S(C)(=O)=O)c1)S(C)(=O)=O	143	-1
COc1ccc(C2CC(=O)C3=C(C2)Nc2ccccc2NC3c2ccccc2C)cc1 (stereo not drawn)	83	-10
CCN1C(=O)/C(=C2\SC(=S)N(NC(=O)c3ccccc3Cl)C2=O)c2ccccc21	.	5
C/C(CC(C)(C)Nc1ccccc1)=N\O	.	-8
CC(=O)NC1=NC(=O)/C(=C\c2ccc(-c3ccccc3[N+](=O)[O-])o2)S1	.	1
COc1ccc(OC)c(C2/C(=C(\O)c3ccccc3)C(=O)C(=O)N2CCCCCC(=O)O)c1 (stereo not drawn)	.	-10
CC(NC(=O)CN(c1cccc(Cl)c1)S(C)(=O)=O)c1ccccc1 (stereo not drawn)	.	-6
Cc1nc(CCNC(=O)COc2ccccc2)cs1	97	3
C/C(CC(=O)Nc1ccc(Nc2ccccc2)cc1)=N\NC(=O)c1ccccc1C	.	7
Cc1cccc(N2CCN(C(=O)Cc3c(C(=O)O)[nH]c4ccc(Cl)cc34)CC2)c1C	93	10
O=C(Nc1ccc(Cl)cc1)Nc1ccc(-c2nc3ccccc3s2)cc1	.	7
CCN1CCN(C(=O)c2cc3nc(-c4ccccc4)cc(C(F)(F)F)n3n2)CC1	94	-6
(cont.)
SMILES	BAP1 block	HePTP inh
CCCCn1c(SCC(=O)NCc2ccco2)nnc1-c1ccoc1C	69	-6
CN1C(=O)C2(c3ccccc31)N1CC3(C)CN2CC(C)(C1)C3=O (stereo not drawn)	.	3
COc1ccc(CCNC(=O)c2cccnc2)cc1OC	99	9
COC(=O)CSc1nnc(SCc2ccccc2)s1	100	-10
O=C(CCCN1CCN2CCCCCC2C1)c1ccc(F)cc1 (stereo not drawn)	.	-24
CC(C(=O)NCc1ccncc1)N1C(=O)c2ccccc2C1=O (stereo not drawn)	.	-24
COc1ccc(NC(=O)CS(=O)CC(=O)Nc2ccc(OC)c(OC)c2)cc1 (stereo not drawn)	104	5
CC(=O)c1ccc(NC(=O)c2ccc(-c3ccc(Cl)cc3Cl)o2)cc1	.	-2
COc1cc(OC)cc(C(=O)N2CCN(C3CCCCC3)CC2)c1	.	-11
COc1ccc(CCN2C(=O)/C(=C\c3ccc(C(C)C)cc3)SC2=S)cc1OC	.	-3
O=C(Nc1nnc(-c2ccccc2Cl)o1)c1ccco1	105	6
OCCNCCOc1ccc(Cl)cc1	.	-9
O=C(NCc1cccs1)c1cc(-c2cccc(Cl)c2)on1	109	30
CCOC(=O)C1=C(C)Nc2ncnn2C1c1cc(OC)ccc1OC (stereo not drawn)	110	15
COc1ccc2c(c1)-c1c(sn(-c3ccc(OC)c(OC)c3)c1=S)C(C)(C)N2	.	10
COc1ccc(NC(=O)CSc2nnc(Cn3c(=O)sc4ccccc43)n2C)cc1	98	5
Cn1c(/C(C#N)=C2/CCCCCN2)nc2ccccc21	.	-3
COc1cc2c(cc1OC)-c1nnc(-c3cccs3)n1C(C)(C)C2	97	10&-7
COc1cccc(NC(=O)Cn2c(SCC(=O)N3CCOCC3)nc3ccccc32)c1	104	-3
CCOC(=O)C(NC(=O)c1ccccc1)=C1C=C(C)OC(C)=C1	76	-1&-16
Cn1c(NCCCN2CCOCC2)nc2c1c(=O)n(Cc1ccc(Cl)cc1Cl)c(=O)n2C	113	12
O=C(/C=C/c1ccc(-c2ccc(Cl)cc2Cl)o1)c1ccccc1	.	8
O=S(=O)(NC1CCCCC1NCc1ccco1)c1ccc(Cl)cc1 (stereo not drawn)	102	9
Cc1noc(C)c1C(=O)NCc1ccco1	53	-2
CC1=NN(c2ccc(S(N)(=O)=O)cc2)C(=O)/C1=C\c1ccc(-c2ccc(Cl)cc2)o1	.	5
Cc1cc(NS(=O)(=O)c2ccc(NC(=O)Cc3cccs3)cc2)no1	147	7
CC1=C(C(=O)OCCc2ccccc2)C(c2ccccc2Br)CC(=O)N1 (stereo not drawn)	.	5
COc1ccc(CCNC(=O)c2cccc3ccccc23)cc1OC	.	-9
CCC1=NN(C(=O)c2ccncc2)C(O)(c2ccc(Br)cc2)C1 (stereo not drawn)	.	-3
COc1ccc(NC(=O)CSC(N)=O)c(OC)c1	.	5
CCc1c(C)nc(N)n2c(SCC(=O)Nc3ccccc3OC)nnc12	87	10
COc1ccc(N2C(=O)c3ccccc3NC2c2ccccc2F)cc1 (stereo not drawn)	.	-17
O=C(c1cc(O)c(O)c([N+](=O)[O-])c1)c1ccccc1F	76	.
Cn1cccc1C(=O)OCc1cc(Cl)cc2c1OCOC2	106	6
COc1cc(C(=O)Nc2ccc(C(N)=O)cc2)cc(OC)c1OC	.	6
CC1=C(C(=O)Nc2cccc(Cl)c2)C(c2ccc(F)cc2)NC(=O)N1 (stereo not drawn)	.	-10
CC(C)(C)NC(=O)c1cc2ccccc2o1	.	1
O=c1c2c(nc3c(-c4cccc5ccccc45)c[nH]n13)CCC2	54	-6
Cc1ccc(Nc2nc(-c3ccc([N+](=O)[O-])cc3)cs2)cc1C	.	13
CCCn1c(/C=C(/OC(=O)c2ccccc2)c2ccccc2)nc2ccccc21	.	-2
COc1ccccc1C1Oc2ccccc2C2CC(c3ccc(Cl)cc3)=NN21 (stereo not drawn)	90	.
COC(=O)c1ccc(C2C(C(=O)OCCc3ccccc3)=C(C)NC3=C2C(=O)CCC3)cc1 (stereo not drawn)	.	-23
CC(C)N=c1cc2n(-c3ccc(Cl)cc3)c3ccccc3nc-2cc1Nc1ccc(Cl)cc1	.	7
CC(C)(C)NC(=O)Nc1ccccc1C(N)=O	105	6
CCOc1ccc(-n2c(COc3ccc(C)cc3)nnc2SCC(N)=O)cc1	99	-6
COc1ccc(-n2c(NNC(C)=O)nc3sc4c(c3c2=O)CCCC4)cc1	.	-2
CCOc1cc(/C=C2\C(=O)NC(=O)N(c3ccc(Cl)cc3)C2=O)cc(Cl)c1OCC(=O)O	.	4
CC(C)C(=O)Nc1cccc(C(=O)Nc2ccc3c(c2)OCO3)c1	68	2
O=S(=O)(c1cccc2c(S(=O)(=O)N3CCOCC3)cccc12)N1CCOCC1	.	8
O=C(O)c1ccc(-c2ccccc2OC(F)(F)F)o1	.	6
(list continues)
SMILES	BAP1 block	HePTP inh
O=C(c1ccc(O)cc1)c1ccc(C(=O)O)c(C(=O)O)c1	55	-1
O=C(CN1CCC(O)CC1)N1c2ccccc2C=Cc2ccccc21	99	-3
COC(=O)c1ccc(/C=N/NC(=O)COc2ccc(I)cc2)cc1	.	-8
CCOCCCNc1nc2c(c(=O)n(C)c(=O)n2C)n1CCCc1ccccc1	97	1
c1csc(CNc2ccc(-c3nc4ccccc4s3)cc2)c1	.	4
CCOC(=O)C(C)Sc1nnc(-c2c[nH]c3ccccc23)n1C (stereo not drawn)	98	5
C=CCn1c(SCc2cccc(C#N)c2)nnc1-c1ccccc1O	97	10
CC1=NN(c2ccc(C(=O)O)cc2)C(=O)/C1=C\c1ccco1	.	26
O=C(Nc1ccc(O)c(-c2nc3ccccc3o2)c1)c1cccnc1	.	11
O=C(O)CCCCCN1C(=O)c2ccc(C(=O)O)cc2C1=O	88	3
Cc1ccc(-c2cc(C(=O)NCCCN3CCOCC3)no2)cc1	66	4
Cc1ccc(-n2nnc3c(=O)n(Cc4cc(C)ccc4C)cnc32)cc1	80	.
CC(NC(=O)c1cccc(Cl)c1)c1ccccc1 (stereo not drawn)	.	6
O=C(COc1ccc(CO)cc1)Nc1ccc(F)cc1	103	6
O=C(O)CCCNS(=O)(=O)c1ccc(Br)c(C(=O)O)c1	.	-17
Cc1cc(C(=O)CSc2nnnn2C)c(C)n1-c1cccc(F)c1	93	2
Cc1occc1C(=O)Nc1nnc(C2CCCCC2)s1	105	12
COc1cc(-c2noc(-c3ccccc3)n2)cc(OC)c1OC	.	3
Cc1c(NC(=O)CSc2ccccn2)c(=O)n(-c2ccccc2)n1C	98	1
Cc1nnc(NC(=O)CSc2nccn2-c2cccc(C)c2C)s1	94	-9

No new results follow: an excerpt of the list.
SMILES	BAP1 block	HePTP inh
CCOC(=O)C(C)Sc1nnc(-c2c[nH]c3ccccc23)n1C (stereo not drawn)	98	5
C=CCn1c(SCc2cccc(C#N)c2)nnc1-c1ccccc1O	97	10
CC1=NN(c2ccc(C(=O)O)cc2)C(=O)/C1=C\c1ccco1	.	26
O=C(Nc1ccc(O)c(-c2nc3ccccc3o2)c1)c1cccnc1	.	11
O=C(O)CCCCCN1C(=O)c2ccc(C(=O)O)cc2C1=O	88	3
Cc1ccc(-c2cc(C(=O)NCCCN3CCOCC3)no2)cc1	66	4
Cc1ccc(-n2nnc3c(=O)n(Cc4cc(C)ccc4C)cnc32)cc1	80	.
CC(NC(=O)c1cccc(Cl)c1)c1ccccc1 (stereo not drawn)	.	6
O=C(COc1ccc(CO)cc1)Nc1ccc(F)cc1	103	6
O=C(O)CCCNS(=O)(=O)c1ccc(Br)c(C(=O)O)c1	.	-17
Cc1cc(C(=O)CSc2nnnn2C)c(C)n1-c1cccc(F)c1	93	2
Cc1occc1C(=O)Nc1nnc(C2CCCCC2)s1	105	12
COc1cc(-c2noc(-c3ccccc3)n2)cc(OC)c1OC	.	3
Cc1c(NC(=O)CSc2ccccn2)c(=O)n(-c2ccccc2)n1C	98	1
Cc1nnc(NC(=O)CSc2nccn2-c2cccc(C)c2C)s1	94	-9

Remaining list, next part
SMILES	BAP1 block	HePTP inh
Cc1ccc(NC(=O)C2CC(=O)NC(N3CCc4ccccc43)=N2)cc1 (stereo not drawn)	96	-4
CCCCOc1ccccc1NC(=O)Cn1c(-c2nonc2N)nc2ccccc21	31*	-2
O=C(CNc1ccccc1Cl)c1ccc([N+](=O)[O-])cc1	.	4
CCCCOc1ccc(/C=C2\N=C(c3ccc(Cl)cc3)OC2=O)cc1	.	5
O=C1SC(Nc2ccc(Cl)cc2)C(=O)N1c1ccccc1 (stereo not drawn)	.	7
Cc1cccc(OCC(=O)Nc2cc(C(F)(F)F)ccc2Cl)c1C	.	-8
